# CHO parental Ca = ATP-evoked calcium signal inhibitors, parental CHO, primary screen, counter-screen for OX1R antagonist project, cell-based, fluorescence, Fluo-8 calcium dye. parental CHO-K1, ATP-induced calcium, Fluo-8 fluorescence. inhibition, % at 5.6 µM. 330,000 compounds, 0.63% hits. AID 463079, 2010;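 active = inhibition above that plate's mean sample inhibition plus 3 SD, cut at about 26% in these data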;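 note: 0% = ATP-challenged DMSO wells and 100% = DMSO wells without ATP; some compounds past the cut are filed as inactive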
#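 Test system: untransfected parental CHO cell line; also added: ATP stimulus; dosing: 5.6 µM, single dose; signal: calcium-sensitive Fluo-8 fluorescence; measure: percent inhibition of ATP-evoked calcium rise, normalized to controls; benchmarks: low control ATP plus DMSO, high control DMSO only; replication: one well per compound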
# CHO-K1 Ca ag = counter-screen for M1 agonists: effect in parental CHO-K1 cells; AID 602248, 2012; Fluo-8 calcium fluorescence; scaled to maximal ATP response, vehicle zero; 360,000 compounds, 0.48% hits; activation, % at 3 µM; in the data active = activation above about 15%;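 note: untransfected CHO-K1 host cells lacking M1 receptor as counterscreen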
# GPR7 antagonist = GPR7 receptor antagonists, primary screen, cell-based, fluorescence, single concentration; Neuropeptides B/W receptor type 1 (Homo sapiens), P48145; GPR7-expressing cells, fluorescence antagonist assay; inhibition, % at 4.4 µM; 290,000 compounds, 1.1% hits; in the data active = inhibition above about 16%, passing the limit was not always enough;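 note: cells stimulated with the agonist NPW; 0% = agonist with vehicle and 100% = vehicle without agonist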
# TAAR1 antag = human TAAR1 antagonists, primary screen, Fluo-8 calcium fluorescence, CHO RD-HGA16 cells. Trace amine-associated receptor 1 (Homo sapiens), Q96RJ0. antagonist. inhibition, % at 3 µM. 360,000 compounds, 1.5% hits;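 active = inhibition above a per-plate cutoff, the mean inhibition of test compounds on that plate plus 3 SD, cut at about 49% in these data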;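 note: 0% = DMSO plus EC80 beta-PEA response and 100% = DMSO alone without agonist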
#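 Assay system: CHO-derived RD-HGA16 cells stably expressing human TAAR1 plus Gα16. Timing: 140 s kinetic read after compound, 140 s after agonist. Technique: kinetic Fluo-8 calcium fluorescence measurement. Measure: % inhibition of agonist calcium response.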
# OXTR potentiator = human OXTR potentiators, primary screen, fluorescence, CHO-OTR cells, Fluo-8 calcium; Oxytocin receptor (Homo sapiens), P30559; Fluo-8 calcium fluorescence, potentiator mode; 0% = oxytocin EC15, 100% = EC100; activation, % at 3 µM; 320,000 compounds, 0.061% hits; AID 2445, 2010;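 active = activation above that plate's cutoff, the mean activation of tested compounds plus 3 SD, cut at about 6.6% in these data, passing the limit was not always enough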;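 note: 100% uses oxytocin at 75 nM as the full agonist control; some results filed as inactive read as strong as hits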
# Target sequence (P30559 whole entry, looked up): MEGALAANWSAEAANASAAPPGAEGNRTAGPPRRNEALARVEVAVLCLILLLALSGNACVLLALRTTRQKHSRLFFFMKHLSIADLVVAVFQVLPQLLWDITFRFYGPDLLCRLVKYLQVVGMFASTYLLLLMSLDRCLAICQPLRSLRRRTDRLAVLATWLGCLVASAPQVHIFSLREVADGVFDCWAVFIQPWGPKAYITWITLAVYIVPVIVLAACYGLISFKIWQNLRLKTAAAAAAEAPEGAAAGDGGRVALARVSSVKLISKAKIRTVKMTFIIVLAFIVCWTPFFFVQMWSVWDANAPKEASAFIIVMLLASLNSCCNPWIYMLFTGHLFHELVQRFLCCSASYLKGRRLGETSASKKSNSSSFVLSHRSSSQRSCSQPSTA
#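 Assay system: CHO-OTR cells, human receptor / Also added: oxytocin at about EC15, sub-maximal agonist stimulus / Dosing: single dose, 3.0 µM nominal final compound concentration / Incubation: 6 min pre-incubation, 100 s read / Technique: Fluo-8 calcium dye fluorescence / Read-out: % activation vs EC15 and EC100 oxytocin / Benchmarks: EC15 oxytocin low, 75 nM oxytocin high / Replicates: singlicate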
# OXTR agonist = human OXTR agonists, primary screen, fluorescence, CHO-OTR cells, Fluo-8 calcium. Fluo-8 calcium fluorescence; normalized: DMSO 0%, oxytocin 100%. activation, % at 3 µM. 320,000 compounds, 0.32% hits;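 active = activation above the mean of all tested compounds plus 3 SD, cutoff set per screening run, cut at about 20% in these data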;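 note: peak over basal fluorescence ratio from a 100 s FLIPR kinetic read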
# M1 PAM parental = nonselective calcium activators in parental CHO-K1 cells, primary screen, counter-screen for M1 PAM project, cell-based, Fluo-8 calcium fluorescence, full deck, 1536-well; ATP EC20; 0% at ATP EC20, 100% at ATP max; activation, % at 3 µM; 360,000 compounds, 0.02% hits;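 active = activation above the run cutoff, the mean activation of all test compounds plus 3 SD, cut at about 40% in these data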;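 note: peak over basal fluorescence ratio in a 140 s read after ATP addition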
# CHO-K1 Ca antag = M1 antagonist counterscreen hit in parental CHO-K1 cells | 360,000 compounds, 0.6% hits | ATP-induced calcium, Fluo-8 fluorescence | inhibition, % at 3 µM;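 active = inhibition above a per-plate cutoff, the plate's mean sample inhibition plus 3 SD, cut at about 24% in these data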;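 note: 0% = DMSO plus EC80 ATP and 100% = DMSO alone without ATP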
# V1aR counter = agonists of human V1a receptor, primary screen, counter-screen for OXTR agonist project, fluorescence, CHO-V1R cells; Vasopressin V1a receptor (Homo sapiens), P37288; Fluo-8 calcium fluorescence, agonist mode; 0% DMSO, 100% 3 nM vasopressin; activation, % at 3 µM; 320,000 compounds, 0.25% hits;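 active = activation above the mean activation of all tested compounds plus 3 SD, per screening run, cut at about 20% in these data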;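 note: signal is peak over basal fluorescence ratio across a 100 second FLIPR read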
# Target sequence (P37288 whole entry, looked up): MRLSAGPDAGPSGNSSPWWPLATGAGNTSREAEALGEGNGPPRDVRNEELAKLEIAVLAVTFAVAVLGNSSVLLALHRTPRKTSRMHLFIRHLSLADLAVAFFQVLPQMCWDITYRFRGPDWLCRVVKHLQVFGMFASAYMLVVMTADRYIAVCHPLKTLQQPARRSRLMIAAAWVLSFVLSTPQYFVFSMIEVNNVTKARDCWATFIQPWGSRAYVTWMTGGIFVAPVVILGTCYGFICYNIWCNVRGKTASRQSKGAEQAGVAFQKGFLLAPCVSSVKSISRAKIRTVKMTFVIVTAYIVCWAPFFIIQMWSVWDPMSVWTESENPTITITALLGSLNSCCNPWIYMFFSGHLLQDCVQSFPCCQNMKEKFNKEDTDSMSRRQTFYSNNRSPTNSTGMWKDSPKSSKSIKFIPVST
# Starred values were filed as active, the others as inactive; . = not tested or not shown.
# Results follow in this order: CHO parental Ca	CHO-K1 Ca ag	GPR7 antagonist	TAAR1 antag	OXTR potentiator	OXTR agonist	M1 PAM parental	CHO-K1 Ca antag	V1aR counter
> Cc1cccn2c(=O)c3cc(C(=O)N4CCN(Cc5ccccc5)CC4)sc3nc12
→ -24	0.8	.	-18	1	-1.6	0	-9	-0.3
> Cc1ccc(NC(=O)CCN2C(=O)NC(C)(C)C2=O)cc1F
→ .	1.4	.	-17	.	.	19	-4	.
> COc1ccccc1-c1ccc(SCc2ccc([N+](=O)[O-])cc2)nn1
→ -10	2.1	5	-1	-2	-0.9	22	-16	-0.7
> c1ccc(CCn2c(C3CC3)nc3ccccc32)cc1
→ -10	0.7	3	-16	-1	-1.4	15	-14	-0.9
> NC(=O)c1nn(Cc2ccccc2)c(=O)c2ccccc12
→ -16	2.5	-6	-15	-5	0.6	0	-16	1.0
> Cc1ccc(-c2csc(N(C)C(=O)c3c(C)nn(-c4ccccc4)c3Cl)n2)cc1
→ -3	0.5	-14	-9	-6	-0.7	27	-6	0.2
> O=C(O)CNC(=O)/C(=C\c1ccc2c(c1)OCO2)NC(=O)c1ccc(Br)cc1
→ -2	1.8	-1	-7	-7	-0.5	29	-15	0.8
> O=C(NC1CCCc2ccccc21)c1ccccc1Br (stereo unspecified)
→ -8	-0.3	0	-13	-5	-1.5	-14	-3	-0.1
> O=C(COc1ccc(Cl)cc1Br)Nc1ccccc1N1CCCC1
→ -49	-0.2	.	8	-9	-1.9	5	0	-0.3
> O=C1CCCN1c1ccc(S(=O)(=O)NCc2ccco2)cc1
→ 3	0.3	-6	-1	-22	-0.1	3	-11	1.1
> CCCn1c(SCC(=O)NCc2ccccc2)n[nH]c1=O
→ -12	11	-5	-11	0	1.3	18	-7	0.1
> O=C(c1cc(-c2ccccc2)nc2ccccc12)N1CCN(c2ccccn2)CC1
→ -10	2.9	-1	43	-13	-2.4	7	-8	-1.0
> CC1=C(C(=O)N(C(C)C)C(C)C)CC(CC(=O)NCCc2ccccn2)C(=O)N1Cc1ccccc1 (stereo unspecified)
→ .	0.5	.	-6	.	.	27	-16	.
> Cn1c(CN2CCCC2)nc2cc(NC(=O)c3ccco3)ccc21
→ 4	0.1	-9	-7	-3	0.5	1	-3	0.5
> Cc1ccc(NC(=O)N(CCCN2CCOCC2)Cc2cc3cc4c(cc3[nH]c2=O)OCO4)cc1
→ -28	-0.3	-7	-5	-7	-1.4	21	-7	-0.8
> CCOC(=O)C1(Cc2ccccc2C)CCCN(C(=O)c2ccc3nccnc3c2)C1 (stereo unspecified)
→ -17	7.9	-9	67*	-11	2.4	11	1	2.1
> COc1ccc(CCNC(=O)c2c(O)c3ccccc3n(C)c2=O)cc1
→ -22	0.5	-19	-8	4	1.9	-1	14	2.4
> Cc1ccccc1NC(=O)C1COc2ccccc2O1 (stereo unspecified)
→ -1	0.1	-8	-13	0	-1.4	2	0	0.2
> O=C(NCCN1CCNC1=O)C1CCC(=O)N(Cc2ccccc2F)C1 (stereo unspecified)
→ 2	-0.1	-10	-21	4	-0.3	14	-5	0.5
> Cc1cccc2cc(CN(Cc3cccs3)C(=S)NCC3CCCO3)c(=O)[nH]c12 (stereo unspecified)
→ -16	4.1	4	27	-3	-1.6	4	-11	0.1
> Cc1ccc(CNC(=O)CCc2nc3ccccc3c(=O)[nH]2)cc1
→ -22	0.0	-6	-6	-7	-1.1	-6	7	0.1
> O=C(Nc1ccccc1C(=O)NCCc1ccccc1)c1ccco1
→ -3	2.5	-6	43	-6	-1.9	11	-2	-1.0
> FC(F)(F)c1cc(-c2ccccc2)nc(N2CCCCC2)n1
→ -16	0.1	7	-20	-3	-0.2	10	-4	-0.1
> COc1cc2c(cc1OC)C1(Nc3c-2c(C)nn3-c2ccccc2)C(=O)Nc2ccccc21 (stereo unspecified)
→ -13	0.0	-8	6	-6	-0.7	-4	-3	0.9
> O=C(CSc1nnc(CNC(=O)C23CC4CC(CC(C4)C2)C3)n1-c1ccccc1)Nc1ccc(F)cc1
→ -28	0.0	-2	-24	-6	-2.0	24	-7	-1.1
> Cc1sc2ncn(CC(=O)NCCCC(=O)NCc3ccc(F)cc3)c(=O)c2c1C
→ -30	0.1	-20	-9	-2	1.5	14	2	0.1
> Cc1noc(/C=C/c2ccco2)c1S(=O)(=O)N1CCC(C(=O)N(C)Cc2ccccc2)CC1
→ 4	0.3	-11	-3	-18	-0.6	23	-10	-1.0
> Cc1nc2ccc(S(=O)(=O)NC(C(=O)N3CCn4c3nc3ccccc34)C(C)C)cc2s1 (stereo unspecified)
→ -12	0.2	0	3	2	0.0	15	-5	-0.5
> COc1ccccc1C(=O)Nc1sc(C(=O)N2CCCC2)c(C)c1C#N
→ -17	0.8	-15	-1	0	-0.1	17	-1	1.0
> COc1ccc(C(C)(O)c2nc(-c3ccccc3)cs2)cc1 (stereo unspecified)
→ .	0.6	.	-2	.	.	10	-6	.

# Another view of some results above.
Structure	CHO parental Ca	CHO-K1 Ca ag	GPR7 antagonist	TAAR1 antag	OXTR potentiator	OXTR agonist	M1 PAM parental	CHO-K1 Ca antag	V1aR counter
Cc1ccc(-c2csc(N(C)C(=O)c3c(C)nn(-c4ccccc4)c3Cl)n2)cc1	-3	0.5	-14	-9	-6	-0.7	27	-6	0.2
O=C(O)CNC(=O)/C(=C\c1ccc2c(c1)OCO2)NC(=O)c1ccc(Br)cc1	-2	1.8	-1	-7	-7	-0.5	29	-15	0.8

# The list goes on.
# Results follow in this order: CHO parental Ca	CHO-K1 Ca ag	GPR7 antagonist	TAAR1 antag	OXTR potentiator	OXTR agonist	M1 PAM parental	CHO-K1 Ca antag	V1aR counter
> COc1cccc(N(CC(=O)Nc2ccc3c(c2)OCO3)S(=O)(=O)c2ccccc2)c1
→ -17	3.8	-7	41	-16	-1.1	12	1	-0.1
> COc1ccccc1OCC(O)CN1CCOCC1 (stereo unspecified)
→ .	-0.1	-21	-2	.	.	-19	22	.
> CC(=O)NC(Cc1ccccc1)C(=O)NC1CCN(C(=O)c2ccc([N+](=O)[O-])cc2)CC1 (stereo unspecified)
→ 10	0.4	-4	18	-12	0.3	6	-4	-0.3
> Cc1cc(C)c(S(=O)(=O)Nc2ccc(Cl)cn2)c(C)c1
→ -20	0.8	-12	-4	-14	-2.0	18	-2	-0.5
> CN(C(=O)CSc1ccc2c(c1)OCCO2)c1ccccc1
→ -12	0.2	.	8	-7	0.6	-16	3	0.8
> O=C(CC(C(=O)NCc1ccccc1)c1nc2ccccc2c(=O)[nH]1)NCc1ccccc1 (stereo unspecified)
→ -9	-0.1	-10	-10	-2	0.1	6	-8	0.0
> Oc1ccc(-c2csc(Nc3ccccn3)n2)c(O)c1
→ -7	-0.1	-10	-6	-8	-2.0	14	-2	-0.1
> COc1ccccc1NC(=O)c1cc(-c2cc(OC)c(OC)c(OC)c2)nc2ccccc12
→ -7	0.5	-10	19	-3	-0.2	-7	3	0.1
> Cc1cccc(CS(=O)(=O)Cc2ccc(C(=O)O)o2)c1
→ 2	0.5	10	-5	-12	0.1	21	-6	0.4
> O=C(CSC1=Nc2ccccc2C2CC=NN12)Nc1ccc(F)cc1Cl (stereo unspecified)
→ -30	-0.3	-6	-4	-9	-1.1	18	-10	0.0
> COc1ccc(CCNC(=O)C2CC2)cc1OC
→ 7	0.1	-14	-21	1	1.8	-8	-13	-0.2
> CN(Cc1ccco1)C(=O)CN1C(=O)NC(c2ccccc2)(c2ccccc2)C1=O
→ .	2.7	.	-14	.	.	20	-2	.
> COc1ccc(C(CC(=O)Nc2ncccc2C)N2Cc3ccccc3C2=O)cc1OC (stereo unspecified)
→ -8	1.5	8	4	-2	1.1	-3	-1	-0.4
> CC(C)CNc1nc(Oc2ccc(=O)n(C)n2)nc(N2CCOCC2)n1
→ -9	2.8	-2	-2	-1	0.4	24	-9	0.2
> Cc1nc2ccccc2c(=O)n1/N=C/c1ccc(OC(F)F)cc1
→ 3	-0.6	3	-3	-5	-1.9	15	4	0.6
> CCC(C)N(C(=O)CN1C(=O)NC2(CCc3ccccc32)C1=O)C1CCS(=O)(=O)C1 (stereo unspecified)
→ -7	0.2	.	-17	-4	0.6	1	-5	0.2
> Cc1no[n+]([O-])c1COc1ccccc1/C=C1\NC(=S)NC1=O
→ -17	0.7	-16	-2	-10	-0.3	14	-15	0.7
> COc1ccc(S(=O)(=O)Nc2cccc3c2O[C@H](CN(C)Cc2ccccc2)[C@@H](C)CN([C@H](C)CO)C3=O)cc1
→ -20	0.0	.	10	3	2.2	23	-15	1.5
> NCCCC[C@H](NC(=O)C1CCNCC1)c1nnc([C@@H](N)Cc2ccc(O)cc2)o1
→ 4	5.5	-7	15	-5	1.0	19	2	0.4
> O=C(NCc1ccco1)c1cc(S(=O)(=O)N2CCCCC2)ccc1Cl
→ -16	0.8	.	-14	-3	0.3	1	-11	-0.4
> CCOc1ccc(NC(=O)C2CCN(S(=O)(=O)c3ccc4c(c3)NC(=O)C(C)S4)CC2)cc1 (stereo unspecified)
→ -5	7.8	9	11	-9	2.0	7	-5	5.0
> O=C(COc1ncnc2ccc(Br)cc12)N1CCOCC1
→ 3	0.2	-4	-9	-12	-0.4	19	-15	0.8
> COc1ccc2nc(N/C(N)=N/C(=S)Nc3ccccc3)nc(C)c2c1
→ -14	3.5	-17	23	-4	-1.6	11	5	0.1
> CC(=O)N1Cc2[nH]c3ccccc3c2CC1C(=O)O (stereo unspecified)
→ .	-0.2	-5	0	.	.	-9	1	.
> O=C1C(c2ccccc2)SC(=Nc2ccccc2)N1S(=O)(=O)c1ccccc1 (stereo unspecified)
→ -11	0.1	1	-4	-3	-0.5	13	1	0.4
> CCOc1ccc(NC(=O)COC(=O)c2ccc3ncsc3c2)cc1OCC
→ .	-0.1	.	-25	.	.	27	-3	.
> CC(C)(C)OC(=O)N1CCC(C(=O)Nc2cccc(C(=O)NCCCc3ccccc3)c2)CC1
→ .	11	.	48	.	.	-10	-2	.
> COc1cccc(NC(=O)CSc2nn3c(=O)c(C)nnc3s2)c1
→ -13	0.8	-11	-14	-3	-0.1	3	1	1.3
> Cc1cccc(N2CC(C(=O)Nc3ccc(S(=O)(=O)N4CCOCC4)cc3)CC2=O)c1C (stereo unspecified)
→ -10	0.1	-2	-10	-4	0.0	10	3	-0.5
